Assay outcomes (PubChem BioAssay)
TSHR antag: human thyrotropin receptor antagonism; activity change, negative = inhibition, % at 11.5 µM; AID 504810; TSHR-expressing cells, TSH-stimulated cAMP HTRF, 2 h; stronger effect = lower value; P16473; actives 0.2% (n = 330,000);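 active means activity change below a set negative limit, meaning inhibition stronger than a set level, cut at about -70% in these data; inconclusive means activity change between two set negative limits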; further: on the % scale 0 is the no-effect control and ±100 the full control effect
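TSHR-expressing cells, 200/well, pre-treated with compound, then stimulated with EC80 TSH (4nM final) for 2 hours at 37 deg C. cAMP measured by competitive HTRF: anti-cAMP cryptate antibody in lysis buffer plus cAMP-d2, read after 30 minutes at room temperature.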
TCR activator: activators of T cell receptors. primary human leukocytes, anti-CD3, IL-2 HTRF, 48 h. Potency, µM (series often up to 9.22 µM), for the others: at the highest dose activation of IL-2 secretion, hits mostly activators. 330,000 tested, under 10 active; further: % of control where 0% means no effect
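Human primary leukocytes + a-CD3 beads + cpd, 48 hr; IL-2 in supernatant by HTRF (ex 320nm / em 665nm). No co-stimulatory signal supplied.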
BCR signal inh: inhibitors of chronic active B-cell receptor signaling; actives 0.05% (n = 340,000); ABC-DLBCL IkBa-CBG/CBR reporter, luminescence ratio, 4 h; Potency, µM (top dose mostly 46.1 µM), inactives show top-dose ratio change, negative = lower green/red ratio, hits mostly inhibitors; active means well fitted inhibition curve with a large enough effect in the signal ratio, with a control signal flat, not every such curve was filed as active; inconclusive means small, poorly fitted or top-dose-only effect, or effect the other way, or a change in a side signal; the % refers to the signal ratio;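 further: potency means the concentration at half of the fitted maximal effect; plate controls were basal doxycycline-induced cells for no effect and cells given 10 µM MG132 for full effect; MG132 reads +100%, hits lower the ratio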
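Doxycycline induced both beetle luciferases in TMD8 lymphoma cells; IKK-driven degradation limits the IkappaBalpha-fused green signal, while red luminescence normalises for cell number and nonspecific effects. Compounds tested up to 46 uM, 4 hrs.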
ELG1 repair inh: blocks ELG1-dependent DNA repair in HEK293T cells | HEK293T ELG1-luciferase reporter, luminescence, 16 h; DNA damage induced by 5-fluorouridine | Potency, µM (highest dose often 46.1 µM), for the others: top-dose activity change, negative = inhibition, actives largely listed as inhibitors | actives 2.3% (n = 330,000); further: potency means the concentration at half of the fitted maximal effect; on the % scale 0 is the no-effect control and ±100 the full control effect; nearly all actives have a fitted effect of over 55% in size
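HEK293T cells expressing luciferase-tagged ELG1 (2,000/well) received 5-Fluorouridine plus compound or DMSO for 16 hr at 37 °C. Luciferase was read by ONE-Glo luminescence after 30 min at room temperature.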
Tb PFK inh: blocks T. brucei phosphofructokinase. T. brucei PFK, ADP-Glo luminescence. actives 0.17% (n = 330,000). Potency, µM (titrated, usually from 57.5 µM), for inactives: at the highest dose activity, negative = inhibition, most hits filed as inhibitors. O15648. AID 485367;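 further: potency means the concentration at half of the fitted maximal effect; 0% = uninhibited 1x PFK enzyme wells and -100% = no-enzyme wells; nearly all actives have a fitted effect of over 60% in size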
Target sequence (O15648 whole entry, looked up): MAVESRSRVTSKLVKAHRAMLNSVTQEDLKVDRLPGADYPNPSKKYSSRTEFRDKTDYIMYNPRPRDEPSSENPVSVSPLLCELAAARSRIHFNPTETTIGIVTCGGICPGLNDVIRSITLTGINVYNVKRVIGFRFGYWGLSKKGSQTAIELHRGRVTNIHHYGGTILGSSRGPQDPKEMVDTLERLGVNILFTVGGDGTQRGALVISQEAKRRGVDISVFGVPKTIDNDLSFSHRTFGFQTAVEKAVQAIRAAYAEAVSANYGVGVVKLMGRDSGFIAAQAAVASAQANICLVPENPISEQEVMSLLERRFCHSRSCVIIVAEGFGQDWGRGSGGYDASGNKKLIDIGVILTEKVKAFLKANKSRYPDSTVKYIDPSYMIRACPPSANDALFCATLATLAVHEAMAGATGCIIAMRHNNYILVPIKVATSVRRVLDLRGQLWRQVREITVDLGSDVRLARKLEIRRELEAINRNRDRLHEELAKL
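Compounds were pin-transferred as a titration series up to 57 uM into substrate buffer (0.5 mM F6P, 0.1 mM ATP, pH 8.0), then 1.25 nM PFK was added and reactions ran 45 min before ADP-Glo detection.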
Eya2 inh: Eya2 (human) phosphatase inhibition | O00167 | recombinant Eya2, OMFP fluorescence dephosphorylation (OMFP is methylfluorescein phosphate) | Potency, µM (titrated, usually from 76.9 µM), without a hit: at the highest dose activity, negative = inhibition, usual class: inhibitors | actives 0.006% (n = 330,000) | AID 488837; further: potency means the concentration at half of the fitted maximal effect; on the % scale 0 is the no-effect control and ±100 the full control effect
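Eya2 (0.2 uM) preincubated 10 min at ambient with compound, then OMFP substrate added at 50 uM; 10 min reaction in 50 mM HEPES pH 7.5, 50 mM NaCl, 5 uM MgCl2, 0.05% BSA, 1 mM DTT. Fluorescence read at Ex 485/Em 525 nm.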
A-T KAP1 phos: candidate therapy for ataxia-telangiectasia; Potency, µM (highest dose often 57.5 µM), without a hit: top-dose activation, actives largely listed as activators; […] A-T fibroblasts, KAP-1 phosphorylation AlphaLISA; neocarzinostatin DNA damage 30 min before lysis; AID 485349; actives 0.19% (n = 320,000); further: potency means the concentration at half of the fitted maximal effect; % of control where 0% means no effect; nearly all actives have a fitted effect of over 45% in size
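hTERT-immortalized A-T patient fibroblasts ([…]), 500 cells/well in OPTI-MEM, 1% FBS, got compounds for 60 min, then NCS for 30 min at 37C. Lysates were then assayed for phospho-KAP-1 by AlphaLISA (anti-pKAP1 donor, anti-KAP1 acceptor beads), 6 hr at 25C.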
Mito fusion act: mitochondrial division inhibition or fusion activation; actives 0.23% (n = 320,000); Potency, µM (doses to about 46.1 µM), inactives show top-dose growth rescue (activation), actives largely listed as activators; S. cerevisiae fusion-defective mutant growth rescue, CellTiterGlo 48 h;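 further: potency means the concentration at half of the fitted maximal effect; % of control where 0% means no effect; nearly all actives have a fitted effect of over 45% in size; temperature-sensitive fusion mutants such as fzo1-1 at 37 °C on non-fermentable ethanol glycerol medium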
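Yeast fusion mutant, YPEG (non-fermentable carbon), compound, 48 h at 37C non-permissive; CellTiterGlo added, 10 min RT, luminescence read. Rescued growth = division inhibition.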
S-ASM inh: blocks human secretory acid sphingomyelinase. Potency, µM (titrated, usually from 57.5 µM), for the others: top-dose activity change, negative = inhibition, actives largely listed as inhibitors. actives 0.006% (n = 340,000). AID 504937. P17405. placental ASM, HMU-PC fluorogenic substrate, 60 min; further: potency means the concentration at half of the fitted maximal effect
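Fluorescence read-out (Ex 386 nm, Em 447 nm) after stopping the reaction at pH 10. Enzyme: ASM from human placenta; substrate HMU-PC0, 9 uM final; 60 min, 37 °C. Compound preincubation 10 min, ambient temperature.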
PTAP TSG101 blk: blocks PTAP/TSG101 interaction to inhibit HIV-1 budding; Potency, µM (top dose mostly 115 µM), for inactives: top-dose activity change, negative = inhibition, usual class: inhibitors; Fluorescence polarization, FITC-PTAP peptide / Tsg101 binding; Q99816; 340,000 tested, under 10 active; active means well fitted inhibition curve with a large enough effect in the main read-out, with a control signal flat, not every such curve was filed as active; inconclusive means small, poorly fitted or top-dose-only effect, or effect the other way, or a change in a side signal; inactive means no such curve, though single readings can be large or run the other way; further: potency means the concentration at half of the fitted maximal effect; % of control where 0% means no effect
Target sequence (Q99816 whole entry, looked up): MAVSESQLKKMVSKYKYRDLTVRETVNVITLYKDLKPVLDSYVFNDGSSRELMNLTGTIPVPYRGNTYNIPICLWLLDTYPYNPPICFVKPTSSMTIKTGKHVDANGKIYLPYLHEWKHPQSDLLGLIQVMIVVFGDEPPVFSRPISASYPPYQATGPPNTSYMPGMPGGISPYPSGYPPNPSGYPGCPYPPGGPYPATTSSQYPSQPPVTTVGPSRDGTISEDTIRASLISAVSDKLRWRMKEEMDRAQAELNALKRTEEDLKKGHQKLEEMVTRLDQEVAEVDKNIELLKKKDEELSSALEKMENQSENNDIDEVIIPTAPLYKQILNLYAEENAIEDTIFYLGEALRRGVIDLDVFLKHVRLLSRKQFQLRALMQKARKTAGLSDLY
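Fluorescence anisotropy tracks displacement of a FITC-tagged PTAP peptide (50 nM) from the Tsg101 binding domain (10 uM), following a 20 min room-temperature incubation at pH 7.5.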
Integrin act MD: activators of alpha7 integrin expression for muscular dystrophy; alpha7betagal myoblasts, beta-gal FDG fluorescence, 48 h; Potency, µM (highest dose often 38.3 µM), without a hit: at the highest dose activation, usual class: activators; actives 0.064% (n = 350,000); AID 624291;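 further: potency means the concentration at half of the fitted maximal effect; 100% = response of the positive control SU9516; nearly all actives have a fitted effect of over 60% in size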
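alpha7betagal+/- myoblasts (passage 13, 250/well) treated 48 h at 37C with compounds at 1:260 dilution of DMSO stock. Lysed, then beta-galactosidase activity read as FDG fluorescence (ex 480/em 540) after 30 min, with pre-read for autofluorescence.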
An asterisk follows results filed as active; u = inconclusive; x = no result given; & = joins results of further samples; [ ] = dose if it differs, or a comment. Unless noted, the call rests on the fitted dose curve; in most records, active means well fitted curve in the direction sought with a large enough effect; inconclusive means small, poorly fitted or top-dose-only effect, or another doubt; inactive means no such curve, though single readings can be large; an effect the other way counts as inactive or inconclusive.

Below each compound: TSHR antag | TCR activator | BCR signal inh | ELG1 repair inh | Tb PFK inh | Eya2 inh | A-T KAP1 phos | Mito fusion act | S-ASM inh | PTAP TSG101 blk | Integrin act MD
1	C/C(N)=C(/C#N)C(=O)COC(=O)c1cc(C)n(-c2ccc(F)cc2)c1C
  -26.7 | 6.9%&-83.8% | -2.9% | u | -29.8% | -5.2% | x | 7.5% | -4.8%&-2.3% | -9.0%&-5.1% | 21.3%&5.7%
2	CCN(CC)c1ccc(S(=O)(=O)N2CCCCC2)cc1NC(=O)C1=COCCO1
  -5.1 | 8.3% | 19.3% | u | -5.7% | 7.9% | -2.2% | 1.2% | x | 3.4% | 0.8%
3	Cc1ccc(C(=O)N2CC(C)CC(C)C2)cc1NC1=NC2CS(=O)(=O)CC2S1 (configuration not stated)
  24.2 | 0.5% | -2.0% | 8.5% | 9.1% | -1.5% | -10.5% | 0.1% | 2.8% | -1.7% | -4.2%
4	CCOc1ccc(N2CC(C(=O)NCc3cccc(C)c3)CC2=O)cc1 (configuration not stated)
  11.6 | 2.6% | 2.5% | 5.5% | 0.5% | -9.7% | 3.5% | 1.1% | 1.0% | -5.5% | -44.3%
5	CCN1C(=O)[C@H]2[C@@H](c3ccc(-c4cccc(Cl)c4)cc3)N[C@@](C)(C(=O)OC)[C@H]2C1=O
  -2.4 | -8.2% | -18.8% | u | 9.7% | 5.6% | u | 22.4µM* | -11.8% | -7.3% | 2.7%
6	O=C(c1cc2c(s1)CCCC2)N1CCN(S(=O)(=O)c2ccccc2C(F)(F)F)CC1
  4.4 | -5.4% | -6.2% | u | -0.2% | -7.0% | 7.2% | 26.9% | -2.4% | -0.4% | 0.9%
7	C1=C(CCNc2ncnc3nc[nH]c23)CCCC1
  -14.0 | 6.2%[46.1 µM] | -12.2% | u | -2.3% | -3.2% | 13.3% | -0.5% | 0.0% | -5.7% | -24.5%
8	COC(=O)c1nc(-c2ccccc2)oc1N(C)C
  -5.1 | -1.1% | u | 2.7% | -4.4% | -22.4% | 1.0% | -2.2% | 4.5% | -9.6% | 11.7%
9	Cn1c(SCC(=O)NCc2cccs2)nnc1-c1ccc(S(=O)(=O)N2CCCC2)cc1
  -5.7 | x | -7.9% | -22.5% | -2.0% | 12.5% | 2.1% | 1.4% | 20.3% | -8.3% | 11.8%[7.66 µM]
10	O=[N+]([O-])c1ccc(N2CCN(S(=O)(=O)c3ccccc3)CC2)cc1NCC1CCCO1 (configuration not stated)
  -3.3 | -0.1%[46.1 µM] | 4.7% | -20.1% | 1.3% | 0.6% | -1.1% | 0.9% | -4.0% | -3.2% | -5.4%
11	CSCC[C@H](NC(=O)c1ccc2ccccc2c1)C(=O)N1CCC2(CC1)NCCc1[nH]cnc12
  2.8 | -3.7% | -0.5% | 0.0% | 1.1% | 1.2% | -4.5% | -4.9% | 17.0% | -6.0% | 0.0%
12	CCOC(=O)C1=C(c2ccccc2)NC(=S)NC1c1ccc(Cl)cc1 (configuration not stated)
  3.0 | 0.1% | u | -8.4% | 0.4% | -2.5% | -30.8% | 5.2% | 1.2% | -4.9% | 44.8%
13	O=c1cc(CSc2nc3cc(Cl)ccc3o2)nc2sccn12
  -0.6 | 4.3% | 5.4% | u | -3.4% | -4.6% | 10.7% | 3.9% | -0.3% | -5.1% | -3.8%
14	Fc1cccc(-c2cc3nc4c(c(NCc5ccco5)n3n2)CCCC4)c1
  4.5 | 1.3% | u | u | 17.8% | -0.7% | 5.9% | -19.5% | -19.9% | -12.1% | -45.5%[inhibitor]
15	CCc1nnc(NS(=O)(=O)c2ccc(NC(=O)c3ccc(C#N)cc3)cc2)s1
  3.6 | 5.5% | 3.7% | 3.2% | 3.9% | -0.9% | 2.8% | 2.0% | 1.6% | -3.7% | 0.0%
16	CCN(CC(=O)NCc1ccc(F)cc1)Cc1nc2ccccc2c(=O)[nH]1
  -10.1 | x | 0.5% | -29.3% | 2.2% | 10.1% | -3.0% | 1.7% | -1.7% | -4.1% | -16.1%
17	CN1C(=O)c2ccc(NC(=O)c3c(C(=O)O)cccc3[N+](=O)[O-])cc2C1=O
  1.9 | -1.9% | 8.4% | -2.4% | -0.3% | 1.3% | -0.4% | 14.1% | 4.0% | -8.5% | -60.2%[inhibitor]
18	CC12CCC(c3c1nc1ccccc1[n+]3[O-])C2(C)C (configuration not stated)
  25.7 | 0.4%[46.1 µM] | 1.4% | 1.4% | -3.3% | -2.1% | -15.5% | 2.8% | 5.1% | -0.2% | -4.1%
19	Cc1cccc(C2c3[nH]c4ccccc4c3CCN2C(=O)c2cc(-c3cccn3C)n[nH]2)n1 (configuration not stated)
  -6.3 | -0.5% | -0.7% | u | -0.4% | 1.2% | -2.1% | u | -13.0% | -0.9% | 0.0%
20	CS(=O)(=O)Nc1ccc(C(=O)Nc2ccccc2C(=O)NCc2ccco2)cc1
  -1.7 | -0.3% | -5.5% | 0.2% | 0.1% | 8.4% | 12.0% | -0.2% | -2.7% | -3.2% | 13.9%
21	COc1ccc(NC(=S)NC(=O)c2ccccc2)cn1
  45.1 | -5.4% | u | u | -4.4% | 13.9% | -15.2% | -8.3% | 1.7% | -0.9% | 6.1%
22	COc1ccc(CC(=O)Oc2ccc(Br)cc2F)cc1S(=O)(=O)N1CCOCC1
  x | 0.9% | -8.1% | 12.3% | -11.0% | -22.3% | -9.5% | -4.1% | 0.4% | -0.3% | 30.0%
23	CCCc1cc(=O)[nH]c(SCC(=O)NC2CC2)n1
  x | 0.0% | 1.7% | 13.9% | 11.9% | 14.1% | 9.3% | x | -1.3% | -9.7% | -4.8%
24	CC(C)CCn1c(SCc2ccc(Cl)cc2)nc2c1c(=O)[nH]c(=O)n2C
  -5.4 | 3.1% | 0.4% | 6.2% | -12.3% | -6.7% | u | 17.9% | -8.6% | -5.1% | 12.1%
25	Cc1nc(C)n(CCNS(=O)(=O)c2ccc(C)c(C)c2)n1
  5.4 | -1.5% | -17.2% | 0.3% | 1.0% | -1.0% | 3.3% | -3.5% | 3.1% | -2.0% | -27.6%
26	Nc1nc(NCCCN2CCOCC2)nc(Nc2ccc(Cl)cc2)c1[N+](=O)[O-]
  -3.4 | 2.9% | 10.2% | 0.0% | 4.5% | 7.4% | 7.7% | 1.3% | -1.3% | -2.3% | -13.7%
27	Cc1ccc(CN2CCN(/N=C/c3cc(Br)ccc3O)CC2)cc1
  -2.7 | x | -9.0% | -10.3% | 1.2% | 11.7% | -3.1% | 1.6% | -0.5% | x | 6.5%
28	CCOC(=O)N1CCC(c2cc(=O)n3[nH]ccc3n2)CC1
  17.4 | 2.6% | -18.2% | -1.9% | -3.2% | -24.0% | 12.5% | -0.2% | 3.1% | 2.3% | 3.8%
29	Cc1noc(C)c1CC(=O)NC1CC(C)(C)Cc2c1cnn2-c1ccccc1 (configuration not stated)
  -8.3 | -0.8% | 2.5% | -1.5% | 3.1% | 1.1% | 6.2% | 3.1% | 6.1% | 0.2% | -0.5%
30	Cc1noc(NS(=O)(=O)c2ccc(NC(=O)CCCOc3ccc(Cl)cc3Cl)cc2)c1C
  -19.1 | 5.7%[46.1 µM] | -3.3% | 9.1% | -10.5% | 5.0% | 4.1% | -2.3% | 0.1% | -8.1% | 38.5%
31	C=CCNC(=O)C1CCCN(S(C)(=O)=O)C1 (configuration not stated)
  4.8 | -5.9% | 3.8% | -21.5% | -5.6% | 10.3% | -1.8% | 4.9% | 0.1% | -3.0% | -38.9%
32	O=C(Nc1cccc(-c2nc3ccccc3o2)c1)c1ccc(N2C(=O)C3C4C=CC(C4)C3C2=O)cc1 (configuration not stated)
  -14.9 | -1.6% | 13.3% | 16.4µM* | -2.9% | 15.3% | -3.1% | 0.9% | -5.1% | 1.3% | -41.4%
33	C=CCN(c1ccccc1)S(=O)(=O)c1cccc(C(=O)Nc2ncccc2C)c1
  -5.9 | -1.1% | 6.3% | -3.8% | 3.3% | 10.3% | 2.4% | 1.5% | 1.2% | -2.2% | -5.5%
